# Shiga toxin inh = inhibitors of Shiga toxin in Vero cells; inhibition, % at 38.7 µM; Vero cells, Shiga toxin protein synthesis inhibition reporter; AID 2315; actives 9.2% (n = 290,000); in the data active = inhibition mostly above about 28%, no sharp cut-off; inactive = mostly below about 43%; also: 0% is about no effect
# Pf growth 96h = inhibits malaria parasite growth, 96 h | P. falciparum luciferase reporter growth, 96 h | Potency, µM (series often up to 28.7 µM), without a hit: top-dose activity change, negative = inhibition, actives largely listed as inhibitors | actives 6.9% (n = 320,000) | AID 504834; also: potency is read from the fitted curve at half-maximal effect; % is scaled to controls: 0 for no effect and ±100 for the full control effect
#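 P. falciparum expressing integrated firefly luciferase grown in erythrocytes (2% hematocrit, 0.05% parasitemia final) with compounds for 96 hours at 37 C, 5% CO2. Growth inhibition read as loss of luminescence after adding luciferase detection reagent.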
# FBPA Giardia inh = Giardia lamblia aldolase inhibition; Potency, µM (titrated, usually from 59.6 µM), without a hit: top-dose activity, negative = inhibition, hits mostly inhibitors; actives 0.71% (n = 290,000); A8B2U2; purified Giardia FBPA; also: potency is read from the fitted curve at half-maximal effect; % is scaled to controls: 0 for no effect and ±100 for the full control effect; nearly all actives have a fitted effect of over 55% in size
# Target sequence (A8B2U2 whole entry, looked up): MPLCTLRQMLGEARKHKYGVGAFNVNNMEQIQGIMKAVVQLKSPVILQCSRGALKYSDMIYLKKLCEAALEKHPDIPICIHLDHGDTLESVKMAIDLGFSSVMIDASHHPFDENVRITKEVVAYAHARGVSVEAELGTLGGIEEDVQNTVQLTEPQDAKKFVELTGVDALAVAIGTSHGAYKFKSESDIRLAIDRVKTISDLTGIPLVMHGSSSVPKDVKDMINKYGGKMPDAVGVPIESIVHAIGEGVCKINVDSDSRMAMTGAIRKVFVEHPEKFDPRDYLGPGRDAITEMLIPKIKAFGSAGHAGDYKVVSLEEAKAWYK
#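 Giardia FBPA (40 nM reagent) was preincubated 10 min at RT with compound (up to 57.5 uM final), then substrate plus GAPDH/TPI/NAD/arsenate coupling system with diaphorase/resazurin was added; resorufin fluorescence (525/598 nm) was read after 20 min.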
# HCV inh = HCV inhibition; Huh7.5.1 HCVcc-Cre infection, luciferase reporter, 44 h; Potency, µM (doses to about 41.8 µM), inactives show at the top dose activity change, negative = inhibition, most hits filed as inhibitors; actives 3.4% (n = 340,000); also: potency is read from the fitted curve at half-maximal effect; % is scaled to controls: 0 for no effect and ±100 for the full control effect
#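 1,000 cells/well; 4 h culture; + compound; + HCVcc-Cre (~0.5 moi); 44 h; luciferase substrate, RT 15 min; read 15 sec.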
# Pf growth 48h = inhibits P. falciparum growth in the first generation, 48 h; P. falciparum luciferase growth in erythrocytes, 48 h; Potency, µM (titrated, usually from 28.7 µM), inactives show top-dose activity change, negative = inhibition, most hits filed as inhibitors; actives 5.9% (n = 310,000); AID 504832; also: potency is read from the fitted curve at half-maximal effect; % is scaled to controls: 0 for no effect and ±100 for the full control effect
#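 Here the parasites carry a stable luciferase gene and grow inside erythrocytes in Albumax-based RPMI medium with compound for one erythrocytic cycle. Activity is scored as loss of luminescent signal.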
# Cycloheximide cs = counter-screen for Shiga toxin inhibitors: cycloheximide protein synthesis inhibition | cell reporter, cycloheximide protein synthesis inhibition counterscreen | max response, % | actives 12% (n = 300,000); in the data active = max response mostly above about 13%, no sharp cut-off; inactive = mostly below about 14%; also: read at 38.3 µM for the half of the compounds with a filed dose; 0% is about no effect
# * hit, by the source's call; u = inconclusive; x = no result given; + = active, no number; [ ] = dose if it differs, or a comment. Unless noted, calls follow the shape of the dose curve; as a rule, active = well fitted curve in the direction sought with a large enough effect; inconclusive = small, poorly fitted or top-dose-only effect, or another doubt; inactive = no such curve, though single readings can be large; an effect the other way counts as inactive or inconclusive.
Compound | Shiga toxin inh | Pf growth 96h | FBPA Giardia inh | HCV inh | Pf growth 48h | Cycloheximide cs
CC(=O)Nc1ccc(-c2csc(NC(=O)CN3C(=O)NC4(CCCC4)C3=O)n2)cc1 | x | 10% | x | u | -13% | x
O=C(C1CCN(c2ncnc3c2nc2n3CCCCC2)CC1)N1CCN(c2cccc(Cl)c2)CC1 | -9 | -20% | -7% | u | 0% | 17
Oc1ccc(C[C@H]2CNC(=S)N2CCc2cc(C(F)(F)F)cc(C(F)(F)F)c2)cc1 | -8 | 110%[activator] | 15% | 20% | 53%[activator] | 1
COc1ccc(CN2CCC(Oc3ccc(C(=O)N4CCCCC4)cc3)CC2)cc1C | 9 | -10% | 11% | -28% | u | 7
Cc1ccc(C)c(N2CCN(CCCc3ccccc3)CC2)c1 | -5 | u | -25% | u | 17% | -2
C=CCn1c(=S)sc2c(=O)[nH]c(C)nc21 | -11 | 16% | -11% | 11% | -5% | 7
Cc1nn(C)c(NC(=O)c2ccccc2Cl)c1Br | 4 | -4% | 2% | 1% | -5% | 15
CC1(C)C2CCC1(CS(=O)(=O)NCc1ccc(C(=O)O)cc1)C(=O)C2 (configuration not stated) | -11 | 7% | 0% | 1% | 2% | -2
CCCCc1n[nH]c2c1C(=O)CC(C)(C)C2 | -9 | -9% | 14% | -9% | 16% | -3
Cc1ccc(NC(=O)N2CCN(S(=O)(=O)c3ccccc3)CC2)cc1 | -14 | 21% | -1% | -4% | -29% | 1
COCCn1c(=S)[nH]c2cc(C(=O)N3CCN(Cc4ccc5c(c4)OCO5)CC3)ccc2c1=O | -4 | 39%[activator] | 8% | 14µM* | u | 1
Cc1ccc(C2=C(O)c3ccccc3C(=O)C2=O)cc1 | -5 | 10% | u | 18% | u | -3
COC(=O)c1cc(S(=O)(=O)NCCN2CCOCC2)cn1C | -3 | u | -7% | 11% | -9% | -1
CCC(CC)NC(=O)CC(c1ccccc1)c1ccccc1 | -11 | 0% | 4% | -6% | -15% | 0
CC1=C(C(=O)N2CCOCC2)C(c2cc(C)cs2)NC(=O)N1 (configuration not stated) | 8 | 79%[activator] | 3% | u | 5% | 1
CCCCC(=O)Nc1nc2c(s1)COc1ccccc1-2 | 42* | 1% | 2% | u | 42%[activator] | 38*
CCOC(=O)CSC1=C(C#N)C(c2ccccc2Cl)C(C(=O)OC)C(=O)N1 (configuration not stated) | -16 | u | 1% | 3% | -4% | 10
CCOC(=O)/C(N=Nc1ccc2c(c1)OCO2)=C(\C)O | 92* | 224%[activator] | -2% | -2% | 400%[activator] | 51*
COC(=O)NNC(=O)C(C)Oc1ccc(Cl)cc1Cl (configuration not stated) | -21 | x | 2% | u | 23% | -1
O=C(/C=C/c1ccccc1)c1c(O)n(CCc2ccccc2)c(=O)[nH]c1=O | -13 | 28% | 10% | 32%[activator] | -2% | 1
O=c1c2ccccc2nnn1-c1ccc(Br)cc1 | 97* | 147%[activator] | 0% | 4% | 127%[activator] | 44*
Cc1cc(C)cc(NC(=S)NC2CC3CCCC(C2)N3C2CCCC2)c1 (configuration not stated) | -16 | -6% | 1% | u | u | -1
COc1ccc([C@]23Cc4ccccc4C(O2)c2c(c4ccc(OC)cc4oc2=O)O3)cc1 | + | 1.7µM* | -5%[12.9 µM] | x | u | 38*
COc1ccc2oc(C(=O)NCCc3ccccc3)c(C)c2c1 | x | -59% | x | 6% | -32% | x

# The closing 5 entries of the section before are carried over, then new ones follow:
Compound | Shiga toxin inh | Pf growth 96h | FBPA Giardia inh | HCV inh | Pf growth 48h | Cycloheximide cs
O=C(/C=C/c1ccccc1)c1c(O)n(CCc2ccccc2)c(=O)[nH]c1=O | -13 | 28% | 10% | 32%[activator] | -2% | 1
O=c1c2ccccc2nnn1-c1ccc(Br)cc1 | 97* | 147%[activator] | 0% | 4% | 127%[activator] | 44*
Cc1cc(C)cc(NC(=S)NC2CC3CCCC(C2)N3C2CCCC2)c1 (configuration not stated) | -16 | -6% | 1% | u | u | -1
COc1ccc([C@]23Cc4ccccc4C(O2)c2c(c4ccc(OC)cc4oc2=O)O3)cc1 | + | 1.7µM* | -5%[12.9 µM] | x | u | 38*
COc1ccc2oc(C(=O)NCCc3ccccc3)c(C)c2c1 | x | -59% | x | 6% | -32% | x
COc1ccc(OCC(=O)Nc2cc(-c3nn4c(C)nnc4s3)ccc2C)cc1 | -19 | 36%[activator] | 2% | 5% | x | -1
Cn1c(=O)c(Sc2ccc(Cl)cc2)c(O)c2ccccc21 | -7 | -13% | -6%[12.9 µM] | 10% | 4% | -5
CCOC(=O)c1sc2nc[nH]c(=O)c2c1C | -12 | -19% | 3% | -8% | x | -4
c1ccc(-c2nc(N3CCCCCC3)c3ccccc3n2)nc1 | -5 | x | 4% | 1.6µM* | 0.83µM* | -2
CSC(=NS(=O)(=O)c1ccc(C)cc1)SC | -6 | 4% | 3% | 4% | -19% | -3
O=c1c2c3nc4ccccc4nc3n(-c3ccc4c(c3)OCCO4)c2ncn1CC1CCCO1 (configuration not stated) | 9 | 32% | -19% | x | u | 9
CC(C)(CC(=O)O)CC(=O)N1CCCN(c2nc3ccc(Cl)cc3s2)CC1 | 67* | 1% | 7% | -2% | 6% | 16*
CC(=O)c1ccc(OCc2ccccc2)c(C)c1O | 32 | 57%[activator] | 5%[12.9 µM] | -24% | 71%[activator] | 29*
COc1ccc(CCC(=O)N2CCN(c3ccc(OC)cc3)CC2)cc1 | -11 | 73%[activator] | 1% | -20% | -3% | 13
Cc1cccc(NC(=S)N2CCCCCC2)c1C | 21 | 0% | x | 6% | -4% | 11
O=C(COc1ccc2c3c(c(=O)oc2c1)CCCC3)NCC(O)c1ccccc1 (configuration not stated) | -4 | u | x | -16% | 0% | -1
CC(=O)N(OCc1ccc(OC(C)C)c(Cl)c1)C(C)=O | 32 | 16% | 1% | 24% | 9% | 10
CS(=O)c1nc(-c2ccc(Br)cc2)cc(-c2ccccc2)c1C#N (configuration not stated) | -1 | 26% | -1% | 5µM* | u | -1
CC(=O)c1cnc(SCCN2C(=O)c3ccccc3C2=O)nc1C | -12 | 68%[activator] | 6% | 6% | 56%[activator] | 6
Cc1noc(C(=O)Nc2ccc(F)cc2F)c1Cl | 44 | 57%[activator] | 0% | 14% | 74%[activator] | 31*
O=C(Nc1cccc(F)c1)c1cccnc1N1CCOCC1 | 19 | 17% | 6% | 3% | 75%[activator] | -2
O=C1C=C(N(CCO)Cc2ccccc2)c2ccccc2C1=O | -13 | 0% | 0.35µM* | u | 3.7µM* | -1
COc1cc2c(cc1OC)[C@@H]1Cc3cc4c(cc3[C@H](C2)N1C)OCO4 | -20 | u | 3% | 12%[8.37 µM] | -9% | -5
Cc1nc2nc(SCC(=O)NCCCN3CCOCC3)nn2c(C)c1Cc1ccccc1 | -11 | 3.3µM* | 3% | 10% | u | 1
Cc1cc(CNC(=O)Cc2c(F)cccc2Cl)nn1C | 34* | x | -1% | 29% | 45%[activator] | 18*
COc1cccc(CNC(=O)C2CCC(=O)N(CC3CCCCC3)C2)c1OC (configuration not stated) | 5 | -19% | x | 1% | -7% | 13
Fc1ccc(N2CCN(C3CCC(c4ccccc4)CC3)CC2)cc1 (configuration not stated) | 6 | u | u | -10% | u | 9
COc1cc(NC(=S)N2CCN(S(C)(=O)=O)CC2)cc(OC)c1 | -7 | u | x | 4% | 7% | 1
COc1ccccc1CC(=O)Nc1ccc([N+](=O)[O-])cc1O | -3 | 11% | -13% | u | 7% | -1
COc1ccc(CCNC(=O)c2cc(=O)c3cc(C)ccc3o2)cc1OC | -5 | 8% | -4% | 22µM* | -27% | 0
COc1ccc(NC(=S)NCCCN2CCCC2)cc1 | 14 | -4% | 3% | 3% | 15% | -1
CC(C)c1ccc(N(CC(=O)NC2CCCC2)C(=O)CCC(=O)Nc2nccs2)cc1 | -10 | u | -1% | 0% | u | -7
CCOC(=O)c1sc(NC(=O)CSc2n[nH]c(CC)n2)nc1C | -1 | 83%[activator] | 0% | -13% | -16% | 1
C=CCn1c(SCc2nc3cc(C(=O)OC)ccc3c(=O)[nH]2)nc2sc(CC)cc2c1=O | 3 | u | -19% | u | 3% | 1
Nc1nonc1OCCc1ccccc1 | 36 | 51%[activator] | -2% | 4% | 48%[activator] | 12*
CC(=O)c1cc(-c2ccccc2)n(CC(=O)NC2CCCCC2)c1C | 26 | 24% | -1% | 12% | -5% | -4
COc1ccc(-c2[nH]ncc2CN2CCN(C(=O)c3ccco3)CC2)cc1F | -5 | -8% | 0% | -7% | -23% | -2
CC(C)CNC(=O)c1ccc(Cl)c(Cl)c1 | 34 | -22% | -3% | -1% | 1% | -3
CC1CCN(C(=O)CSc2nnc(CNc3ccc(F)cc3)n2Cc2ccco2)CC1 | 24 | u | -4% | -17% | u | -3
Cc1nn(CC(=O)NCc2cccc3ccccc23)c(=O)c2ccccc12 | -13 | -2% | -2% | -10% | 4% | 0
Cc1cccc(C)c1Nc1nnc(SCc2nc3ccccc3s2)s1 | 69 | 0% | 10% | -23% | 110%[activator] | 50*
COc1ccc(-n2nnnc2SCC(=O)Nc2nnc(C)s2)cc1 | -8 | u | 4% | 3% | x | -4
COc1nc(N(C)C)nc(N(C)c2cc(Cl)cc(Cl)c2)n1 | 8 | 89%[activator] | 0% | -4% | u | -5
CC(O)[C@H]1CC[C@H]2[C@@H]3CC[C@H]4C[C@@H](O)CC[C@]4(C)[C@H]3C(=O)C[C@]12C (some centres not stated) | x | 48%[activator] | x | 28% | -10% | x
COc1ccc(C(=O)/C=C/C(=O)N(Cc2ccccc2OC)C(C(=O)NC2CCCCC2)c2ccncc2)c(O)c1 (configuration not stated) | -14 | 10% | -4% | u | 12µM* | -3
CCN1C(=O)S/C(=C/c2c(OCc3ccc(C(=O)O)cc3)ccc3ccccc23)C1=O | 7 | 6.6µM* | 19% | 22% | u | -4
Nc1ccc(C2CCCc3nonc32)c2nonc12 (configuration not stated) | -3 | -2% | -7% | 7% | x | 3
O=C(CNC(=O)c1ccco1)OCC(=O)c1ccc2ccccc2c1 | -2 | u | 2% | 5% | 37% | -3
CCCCCOc1ccc(Cl)cc1CN1CCOCC1 | 47 | u | -17% | 4% | x | 24*
COc1ccccc1N1CCN(C(=O)c2cc3c(-c4ccc(Cl)cc4)nn(C)c3s2)CC1 | 19 | u | -9% | u | x | -4
O=C(CC(=O)N/N=C/c1ccc(O)cc1)N/N=C/c1ccc(O)cc1 | 27 | 36%[activator] | -1% | 2% | 15% | -2
CN(Cc1ccc(F)cc1)C(=O)c1cc(COc2ccc(F)cc2F)on1 | -11 | u | -1% | 1% | -32% | -2
COc1ccc(CCC(=O)NCC(=O)OCc2ccccc2)cc1 | -13 | -3% | 2% | 17% | 8% | -6
CCOc1cc(C)cc2oc(=O)c3c(c12)CCCC3 | -2 | 53%[activator] | 11% | u | -6% | -2
CC(=O)N1N=C(c2ccncc2)OC12CCCC2 | -18 | x | 5% | 5% | 21% | -1
COc1cc(C(=O)NCCNC(=O)C2CCCNC2=O)cc(OC)c1OC (configuration not stated) | 11 | 94% | 4% | 8% | 58%[activator] | 6
COc1ccccc1OCC(=O)Nc1cccc(N(C)S(C)(=O)=O)c1 | -7 | x | 5% | -18% | 17% | 2
CC(Nc1nc(N2CCCC2)nc2ccccc12)c1ccccc1 (configuration not stated) | -12 | 0% | 0% | 10µM* | 3.7µM* | -3
CC(=O)c1cccc(NC(=O)CN(c2ccc(F)cc2)S(C)(=O)=O)c1 | -8 | -25% | -1% | 5% | x | -1
CC1(C)COC(c2ccc(F)c([N+](=O)[O-])c2)=N1 | -7 | u | -8% | u | 6% | 1
Cc1ccc(/C=N/NC(=O)c2ccc(N(C)S(=O)(=O)c3ccccc3)cc2)cc1 | -6 | 43%[activator] | -4% | u | -8% | -3
CC1CC(C)CN(S(=O)(=O)c2cccc(C(=O)OCCN3CCCC3=O)c2)C1 (configuration not stated) | -6 | x | 2% | -28% | u | -3
CCN(CC)CCCN(CC(=O)N(C)Cc1ccccc1)C(=O)c1ccc([N+](=O)[O-])cc1 | -12 | u | -18% | 2% | u | -3
